High-throughput results deposited in PubChem BioAssay by National Center for Advancing Translational Sciences (NCATS).
Lamin A splicing – modulators of lamin A splicing. HeLa LMNA splicing GFP/RFP minigene ratio, 48 h. Potency, µM (doses to about 46.1 µM), without a hit: at the highest dose ratio change, negative = inhibition, hits mostly inhibitors. 200,000 tested, 0.01% active; active = well fitted inhibition curve with a large enough effect in the signal ratio, with a control signal flat, not every such curve was filed as active; inconclusive = small, poorly fitted or top-dose-only effect, or effect the other way, or a change in a side signal; the % refers to the signal ratio; note: potency is the fitted concentration of half-maximal effect; % is set by controls: 0 for no effect and ±100 for the full control effect
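Read-out is the ratio of GFP to DsRed2 object intensity, acquired by 488 nm laser-scanning cytometry on HeLa lamin A-EGFP minigene reporter cells. Compound incubation 48 hrs at 37 °C in Opti-MEM with 2% FBS; DMSO 0.5% final.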
Luc counter – Kinase-Glo luciferase inhibition (counter-screen); Q27757; Kinase-Glo luciferase, ATP luminescence, 8 min; Potency, µM (top dose mostly 38.3 µM), for inactives: at the highest dose activity change, negative = inhibition, most hits filed as inhibitors; 200,000 tested, 0.28% active; AID 1379; note: potency is the fitted concentration of half-maximal effect; % is set by controls: 0 for no effect and ±100 for the full control effect; nearly all actives have a fitted effect of over 60% in size
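Compounds were added to a substrate mix at pH 7.2 (50 mM imidazole, 10 uM ATP, within the enzyme's linear range), followed by Kinase-Glo detection reagent; luminescence was measured after 8 minutes at ambient temperature.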
Epigenetic derep – derepresses silenced GFP reporter in murine cells; AID 1865; 280,000 tested, 0.2% active; murine LDR cells, GFP reporter derepression, 30 h; Potency, µM (top dose mostly 53.9 µM), for the others: top-dose GFP activation, usual class: activators; note: potency is the fitted concentration of half-maximal effect; % of control where 0% means no effect; nearly all actives have a fitted effect of over 60% in size
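Readout is the number of GFP-expressing murine LDR cells, counted by cytometry following washing. Cells were treated with compound for 30 h at 37 C; the stably integrated CMV-GFP locus is normally silent.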
GLA spleen mod – alpha-galactosidase A (human) modulation; AID 2107; human spleen homogenate, 4MU-alpha-Gal fluorescence, 40 min; 240,000 tested, 0.008% active; Potency, µM (highest dose often 80 µM), for inactives: at the top dose activity change, negative = inhibition, hits mostly inhibitors; P06280;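 note: potency is the fitted concentration of half-maximal effect; 0% = enzyme with vehicle and -100% = no enzyme basal signal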
Target sequence (P06280 32-429 limits assumed): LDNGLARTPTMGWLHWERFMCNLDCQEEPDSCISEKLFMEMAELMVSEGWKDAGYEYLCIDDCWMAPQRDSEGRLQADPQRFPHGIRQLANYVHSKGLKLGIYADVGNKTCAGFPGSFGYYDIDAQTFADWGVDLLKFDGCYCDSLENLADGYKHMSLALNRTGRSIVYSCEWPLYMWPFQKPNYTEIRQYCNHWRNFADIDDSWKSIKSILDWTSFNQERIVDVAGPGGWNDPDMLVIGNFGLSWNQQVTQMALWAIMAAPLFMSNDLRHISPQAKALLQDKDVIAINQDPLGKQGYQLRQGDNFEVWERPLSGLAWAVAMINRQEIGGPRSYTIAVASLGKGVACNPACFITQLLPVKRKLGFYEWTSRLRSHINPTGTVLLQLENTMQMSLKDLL
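Inhibition or activation of alpha-galactosidase in human spleen homogenate is scored by 4-MU fluorescence after 40 min at 37C, pH 5.0, with 1 mM substrate. AC50s come from concentration-response fitted to the Hill equation.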
CBFb-RUNX1 inh – blocks binding between human CBF-beta and RUNX1 | 230,000 tested, under 10 active | AID 1477 | AlphaScreen CBFb-His/RUNX1-biotin binding, biochemical | Q01196+Q13951 | Potency, µM (titrated, usually from 59.8 µM), for inactives: at the top dose activity, negative = inhibition, most hits filed as inhibitors; note: % of control where 0% means no effect
Target sequence (Q01196 whole entry, looked up): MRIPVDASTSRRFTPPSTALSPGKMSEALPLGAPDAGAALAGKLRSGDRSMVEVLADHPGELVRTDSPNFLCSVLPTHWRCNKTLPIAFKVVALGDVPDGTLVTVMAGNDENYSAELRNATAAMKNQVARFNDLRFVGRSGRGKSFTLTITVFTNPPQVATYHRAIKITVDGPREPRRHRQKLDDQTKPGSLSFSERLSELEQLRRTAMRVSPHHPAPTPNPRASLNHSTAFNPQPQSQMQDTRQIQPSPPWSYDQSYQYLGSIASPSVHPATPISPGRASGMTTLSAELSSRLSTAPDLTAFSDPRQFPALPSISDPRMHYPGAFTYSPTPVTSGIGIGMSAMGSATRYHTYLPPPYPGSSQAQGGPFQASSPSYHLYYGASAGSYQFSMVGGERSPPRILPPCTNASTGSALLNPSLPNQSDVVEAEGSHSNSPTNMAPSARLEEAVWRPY
Target sequence (Q13951 whole entry, looked up): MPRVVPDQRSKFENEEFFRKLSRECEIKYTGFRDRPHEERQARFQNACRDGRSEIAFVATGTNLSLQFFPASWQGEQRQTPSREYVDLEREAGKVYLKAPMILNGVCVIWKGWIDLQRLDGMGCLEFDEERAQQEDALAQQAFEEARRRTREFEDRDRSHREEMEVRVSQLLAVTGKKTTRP
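Proteins preincubated together for 20 min at RT before compound addition; 15 min later, nickel and streptavidin beads were added and left 90 min prior to AlphaScreen measurement.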
NPSR antag – blocks cAMP signaling of the human neuropeptide S receptor | CHO-NPSR cells, cAMP TR-FRET, antagonist mode | Potency, µM (titrated, usually from 38.3 µM), without a hit: at the top dose activity change, negative = inhibition, hits mostly inhibitors | 220,000 tested, 1% active | Q6W5P4; note: potency is the fitted concentration of half-maximal effect; % is set by controls: 0 for no effect and ±100 for the full control effect; nearly all actives have a fitted effect of over 50% in size; many of its hits are not listed in these tables
IMPase Li inh – IMPase inhibition in cells with lithium potentiation; CHO-M1 cells, IP1 TR-FRET (IP-One), carbachol + lithium; Potency, µM (top dose mostly 59.4 µM), without a hit: at the highest dose activity, negative = IMPase inhibition, most hits filed as inhibitors; 210,000 tested, 0.35% active; AID 1457;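 note: IP1 builds up when IMPase is blocked and the TR-FRET signal falls; potency is the fitted concentration of half-maximal effect; plate controls were basal vehicle for no effect and high inhibitor control for full effect; nearly all actives have a fitted effect of over 50% in size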
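CHO cells stably expressing M1 receptor (2000/well, cultured 16–30 h) treated 30 min at 37C with compound plus low lithium. Cytosolic IP1 by TR-FRET (665/620 ratio and 620 channel) after 10 min lysis; AC50 by Hill fit.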
Starred values were filed as active, the others as inactive; u = inconclusive; x = not tested or not shown; [ ] = dose if it differs, or a comment. Unless noted, calls come from the whole dose curve; as a rule, active = well fitted curve in the direction sought with a large enough effect; inconclusive = small, poorly fitted or top-dose-only effect, or another doubt; inactive = no such curve, though single readings can be large; an effect the other way counts as inactive or inconclusive. An excerpt (hit frequency here may not be typical).

Fields – GLA spleen mod	NPSR antag	IMPase Li inh	Lamin A splicing	CBFb-RUNX1 inh	Epigenetic derep	Luc counter
- O=C(Nc1ccc(N2CCOCC2)cc1)C1CCCCC1
→ 6%	-10%[46.1 µM]	6%[38.3 µM]	1%	6%	-0.7%	2%
- CCCCNc1c2c3c(cccc3n(C)c1=O)C(=O)c1ccccc1-2
→ -3%	u	6%	u	u	u	3%
- Cc1cccc2sc(NNC(=O)C3COc4ccccc4O3)nc12 (stereo not given)
→ -7%	-17%	9%	u	3%[2.36 µM]	-0.6%	0%
- O=C1CCCN1CC1CCCN(Cc2nc(COc3ccccc3)no2)C1 (stereo not given)
→ -2%	-7%	9%	u	7%	-0.1%	2%
- CCn1c2ccccc2n2c(=O)c(=O)n(CC(=O)Nc3ccc(C(C)C)cc3)nc12
→ 18%	-5%	-16%	-4%	-6%	0.0%	-2%
- CN1CCN(c2ncc3nc(-c4cc(F)cc(F)c4)c(=O)n(CCC#N)c3n2)CC1
→ 16%	x	15%	-3%	x	x	x
- Cc1cccc(C2=NN(c3ccc(Br)cc3)[C@@H](C(=O)N3CCOC3=O)[C@@H]2c2ccc([N+](=O)[O-])cc2)c1
→ -12%	x	-6%	x	-14%	-1.4%[40.7 µM]	-1%[39.9 µM]
- CCCCCCCC(=O)O[C@H](CC(=O)O)C[N+](C)(C)C
→ -3%	x	6%	x	0%[21.7 µM]	0.8%	0%
- O=C1CSC(c2cn(-c3ccccc3)nc2-c2cc3ccccc3oc2=O)N1Cc1cccnc1 (stereo not given)
→ -1%	-23%[46.1 µM]	-10%[38.3 µM]	-25%	0%	-7.6%	-4%
- CCN(CC)C(=O)COc1ccc(/C(C)=N/NC(=O)c2ccccc2O)cc1
→ -4%	-10%	2%	-1%[46 µM]	-3%	0.6%	1%
- CCN(CC)S(=O)(=O)c1ccc2nnn(OCC(=O)Nc3cccc(C#N)c3)c2c1
→ 7%	-10%[46.1 µM]	12%[38.3 µM]	4%	2%	-1.0%	2%
- Cc1cc(C)n(CCNC(=O)c2cc(COc3c(F)cccc3F)on2)n1
→ 4%	-2%	-1%	7%[46 µM]	0%	-0.1%	-4%
- O=C(COC(=O)/C=C/c1ccc(Cl)cc1)Nc1ccccc1
→ 13%	19%	13%	u	-2%	7.7%	-2%
- Cc1ccc2nc3sc(C(=O)N4CCOCC4)c(N)c3cc2c1
→ 7%	-28%[46.1 µM]	-1%[38.3 µM]	-8%	1%	-0.7%	-27%
- COc1ccc(-c2cc(C(F)(F)F)nc(SCCC(=O)N3CCN4CCCC4C3)n2)cc1 (stereo not given)
→ 4%	-8%[46.1 µM]	31%[activator][38.3 µM]	-7%	11%	0.0%	4%
- COc1ccc(-c2cc3nc(-c4ccccc4)cc(N4CCCC(O)C4)n3n2)cc1 (stereo not given)
→ u	u	-3%	u	u	1.1%	0%
- CCN(CC)S(=O)(=O)c1ccc(OC)c(N)c1
→ 3%	24%	5%	14%[9.22 µM]	2%	0.1%	1%
- NCC1OC(n2cnc3c(=O)[nH]c(N)nc32)C(O)C1O (stereo not given)
→ 1%	x	16%	-3%	x	-2.5%	-1%
- CC(C)(C)c1ccc(-c2nnc(SC3CCOC3=O)n2Cc2ccccc2)cc1 (stereo not given)
→ -3%	-35%	9%	12%	-2%	0.0%	-4%
- O=S(=O)(/N=C(/Nc1ccccc1F)c1ccccc1)c1ccccc1
→ 0%	-29%[46.1 µM]	29%[38.3 µM]	13%	1%	-0.8%	-3%
- Nc1c(S(=O)(=O)c2cccs2)c2nc3ccccc3nc2n1/N=C/c1cccc(O)c1
→ 14%	7.9µM*	24%[38.3 µM]	u	8%	-0.2%	3%
- CCCCc1cc(=O)oc2cc(OCC(=O)N(CC)CC)ccc12
→ 1%	-1%[46.1 µM]	-2%[38.3 µM]	4%	3%	0.7%	5%
- N=C(SC1CC(=O)N(c2ccc(F)cc2)C1=O)N1N=C(c2ccccc2)CC1c1ccccc1 (stereo not given)
→ 0%	-55%	-13%	x	-1%	-8.2%	3%
- O=C1OC(c2ccccc2)=NC12CC2c1ccc(Cl)cc1 (stereo not given)
→ -3%	u	14%	-19%	1%	2.0%	0%
- CSc1ccccc1-c1nnc(-c2ccc(Cl)cc2)o1
→ 8%	u	1%	0%	23%	-0.9%	-1%
- O=C(CSc1ccccc1)N[C@@H](Cc1ccccc1)C(=O)O
→ 10%	-16%	-3%	x	-1%	-0.7%	x
- CCCCOC(=O)C1CN(c2ccccc2)N=C1C(C)=O (stereo not given)
→ -10%	-16%	9%	13%[46 µM]	u	-4.5%	1%
- CS(=O)(=O)N(CCc1ccccc1)CC(=O)N1CCN(c2ccccc2F)CC1
→ 3%	-16%[46.1 µM]	23%[38.3 µM]	-7%	-19%	-2.8%	1%
- COc1ccc(S(=O)(=O)N2c3ccccc3OCC2c2ccccc2)cc1 (stereo not given)
→ -5%	-16%[46.1 µM]	8%	u	26%	-0.1%	8%
- C#CCCCO/N=C1/C[C@@H](O)[C@@H](O)[C@@H]2[C@@H]3C(=O)N(CC)C(=O)[C@H]3CC[C@@H]12
→ 3%[17.5 µM]	x	x	x	10%[13.1 µM]	0.8%[10.1 µM]	x

7 compounds from above, arranged by their value in GLA spleen mod, low to high.
SMILES | GLA spleen mod
CCCCOC(=O)C1CN(c2ccccc2)N=C1C(C)=O (stereo not given) | -10%
CCCCNc1c2c3c(cccc3n(C)c1=O)C(=O)c1ccccc1-2 | -3%
O=C1CCCN1CC1CCCN(Cc2nc(COc3ccccc3)no2)C1 (stereo not given) | -2%
O=S(=O)(/N=C(/Nc1ccccc1F)c1ccccc1)c1ccccc1 | 0%
COc1ccc(-c2cc(C(F)(F)F)nc(SCCC(=O)N3CCN4CCCC4C3)n2)cc1 (stereo not given) | 4%
Cc1ccc2nc3sc(C(=O)N4CCOCC4)c(N)c3cc2c1 | 7%
O=C(COC(=O)/C=C/c1ccc(Cl)cc1)Nc1ccccc1 | 13%

A portion taken from the entries so far, as a working copy:
Fields – GLA spleen mod	NPSR antag	IMPase Li inh	Lamin A splicing	CBFb-RUNX1 inh	Epigenetic derep	Luc counter
- O=C(Nc1ccc(N2CCOCC2)cc1)C1CCCCC1
→ 6%	-10%[46.1 µM]	6%[38.3 µM]	1%	6%	-0.7%	2%
- CCCCNc1c2c3c(cccc3n(C)c1=O)C(=O)c1ccccc1-2
→ -3%	u	6%	u	u	u	3%

The list continues:
Fields – GLA spleen mod	NPSR antag	IMPase Li inh	Lamin A splicing	CBFb-RUNX1 inh	Epigenetic derep	Luc counter
- Cc1ccc(NC(=S)N=Nc2c(O)[nH]c3ccccc23)cc1
→ 0%	-46%	-10%	u	-16%	0.9%	-1%
- COc1ccc(C(=O)Nc2cccc(/C=C(\CCC(=O)O)c3nc4ccccc4s3)c2)cc1
→ 4%	-39%	x	x	0%	-1.1%	x
- CC1(C)C(=O)Nc2ccccc2N1C(=O)CN1C(=O)c2ccccc2C1=O
→ 4%	-9%[46.1 µM]	5%[38.3 µM]	4%	4%	3.2%	-4%
- CCOC(=O)c1c(-c2ccccc2)nc2cc(C)ccn12
→ -8%	18%[46.1 µM]	0%[38.3 µM]	2%	-1%	-1.8%	-6%
- O=[N+]([O-])c1ccc(O)c(/C=N/NC(=S)Nc2ccc(Cl)cc2Cl)c1
→ -2%	-50%	x	x	u	-1.8%	x
- CCOC(=O)c1ccc(NC(=S)N2CCC(C(N)=O)CC2)cc1
→ 1%	16%	16%	-7%	7%	-2.1%	2%
- CCC1CCc2c(sc(NC(=O)c3ccoc3C)c2C(N)=O)C1 (stereo not given)
→ 0%	-13%[46.1 µM]	31%[38.3 µM]	0%	-11%	-2.1%	3%
- CC(=O)Nc1ccccc1-c1nn[nH]n1
→ 3%	2%[46.1 µM]	8%[38.3 µM]	8%	2%	3.0%	0%
- O=C(COc1ccccc1)Nc1ncccn1
→ 2%	10%[46.1 µM]	-8%[38.3 µM]	-1%	-1%	1.5%	10%
- CC(C)OCC1CC(CC(=O)NC(=S)Nc2cccc([N+](=O)[O-])c2)C(=O)O1 (stereo not given)
→ 1%	-9%[46.1 µM]	9%	u	1%	1.0%	0%
- N#Cc1ccc(CSc2nnc(-c3ccccn3)n2-c2ccc(Cl)cc2)cc1
→ -10%	-23%[46.1 µM]	3%[38.3 µM]	3%	-6%	-1.0%	2%
- COc1ccc([N+](=O)[O-])cc1C(=O)Nc1ccc(OCC(=O)N2CCOCC2)cc1
→ 7%	7%	-2%	4%	0%	0.0%	0%
- O=C(NCc1ccccc1)C(c1ccncc1)N(C(=O)c1csnn1)C1CC1 (stereo not given)
→ 7%	-13%[46.1 µM]	-11%[38.3 µM]	-4%	0%	-1.5%	2%
- Cc1c(N2C(=O)C(=O)/C(=C(/O)c3ccccc3)C2c2ccc(F)cc2)c(=O)n(-c2ccccc2)n1C (stereo not given)
→ -1%	12%	-9%	-20%	-2%	0.0%	2%
- Cc1cc(C)n(-c2ccc(C(=O)N3CCc4ccccc43)cc2)n1
→ 4%	-14%[46.1 µM]	12%[38.3 µM]	u	-4%	0.0%	-5%
- O=C1/C(=C/c2cccs2)CCC1C1CCCC1 (stereo not given)
→ -13%	-8%	6%	x	17%	-3.5%	-14%
- Cc1nnc(SCc2ccc(Cl)c(Cl)c2)s1
→ -1%	16%	13%	x	23%	0.5%	5%
- COc1ccccc1N/C(N)=N/c1nc(C)cc(C)n1
→ 0%	3%	x	x	9%	0.0%	x
- COc1nonc1NCn1nc(C)cc1C
→ -8%	-2%[46.1 µM]	-5%[38.3 µM]	-6%	0%	0.0%	-1%
- CC(C)n1nnnc1SCC(=O)NCCc1ccccc1
→ -7%	-2%[46.1 µM]	-5%[38.3 µM]	11%	1%	0.0%	3%
- COc1ccc(-c2nc(C#N)c(N3CCCCCC3)o2)cc1
→ 7%	-18%[46.1 µM]	-11%[38.3 µM]	u	-5%	5.1%	1%
- COC(=O)c1c(-c2snnc2C)n[nH]c1C
→ -14%	9%	x	x	6%	0.0%	x
- COc1ccc(-n2c(=S)[nH]c3sc4c(c3c2=O)CCc2ccccc2-4)cc1
→ 1%	-29%	u	10%	-20%	2.9%	0%
- Cc1ccc(NC(=S)N(CCCN2CCOCC2)Cc2ccco2)cc1C
→ -2%	-17%	5%	x	-3%	0.2%	4%
- O=C(Nc1ccc2oc(-c3ccccc3)nc2c1)c1cc(-n2cnnc2)ccc1Cl
→ 7%	4%	7%	x	-18%	8.3%	-1%
- CC(=O)Nc1ccc(N2CCOCC2)c([N+](=O)[O-])c1
→ 2%	3%	-1%	14%[46 µM]	-10%	-2.9%	1%
